High-throughput results (PubChem)
MPTP inh – blocks calcium-induced mitochondrial swelling | hit rate 1.4% among 360,000 | isolated mouse mitochondria, Ca2+ swelling absorbance, 30 min | inhibition, % at 10 µM;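 active = inhibition of 50% or more, scaled per plate between neutral and stimulator controls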;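 note: 0% = DMSO wells given calcium and 100% = 1 mM EGTA wells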
ATG4B inhibitor – blocks human ATG4B protease cleavage of LC3 substrate; Q9Y4P1; ATG4B cleavage of LC3-PLA2, NBD-HPC fluorescence, 1 h; inhibition, % at 8.33 µM; hit rate 0.51% among 340,000; AID 504462; in the data active = inhibition above about 40%
Target sequence (Q9Y4P1 whole entry, looked up): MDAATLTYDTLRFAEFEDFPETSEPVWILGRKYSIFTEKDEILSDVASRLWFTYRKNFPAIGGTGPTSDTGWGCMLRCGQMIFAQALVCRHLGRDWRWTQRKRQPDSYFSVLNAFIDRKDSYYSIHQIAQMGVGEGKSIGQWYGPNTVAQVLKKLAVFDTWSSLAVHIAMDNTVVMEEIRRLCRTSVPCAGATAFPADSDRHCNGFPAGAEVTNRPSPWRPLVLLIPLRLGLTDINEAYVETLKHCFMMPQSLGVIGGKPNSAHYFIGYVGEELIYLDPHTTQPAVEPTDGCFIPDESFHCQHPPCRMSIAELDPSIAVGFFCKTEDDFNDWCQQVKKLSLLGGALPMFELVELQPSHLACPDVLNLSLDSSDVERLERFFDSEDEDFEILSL
SENP6 inh – SENP6 protease inhibition; Q9GZR1; Recombinant SENP6 catalytic domain, aminoluciferin luminescence; inhibition, % at 10 µM; hit rate 1.8% among 330,000; AID 2599;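 active = inhibition above about 50% at the single tested dose, limit read from the data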;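 note: plate controls were DMSO wells with enzyme for no effect and DMSO wells lacking enzyme for full effect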
hIAP act – increases human intestinal alkaline phosphatase activity; purified human IAP, CDP-Star luminescence, 30 min; active compounds read high; 1 = vehicle-only enzyme, 0 = enzyme-free background; activation factor at 10 µM; hit rate 0.16% among 330,000; AID 2524;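 active = activation factor of the enzyme at least 2-fold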; note: the source names both 10 and 20 µM as test concentration; values of inactives mirror those of a sister screen read the other way
Target sequence (P09923 whole entry, looked up): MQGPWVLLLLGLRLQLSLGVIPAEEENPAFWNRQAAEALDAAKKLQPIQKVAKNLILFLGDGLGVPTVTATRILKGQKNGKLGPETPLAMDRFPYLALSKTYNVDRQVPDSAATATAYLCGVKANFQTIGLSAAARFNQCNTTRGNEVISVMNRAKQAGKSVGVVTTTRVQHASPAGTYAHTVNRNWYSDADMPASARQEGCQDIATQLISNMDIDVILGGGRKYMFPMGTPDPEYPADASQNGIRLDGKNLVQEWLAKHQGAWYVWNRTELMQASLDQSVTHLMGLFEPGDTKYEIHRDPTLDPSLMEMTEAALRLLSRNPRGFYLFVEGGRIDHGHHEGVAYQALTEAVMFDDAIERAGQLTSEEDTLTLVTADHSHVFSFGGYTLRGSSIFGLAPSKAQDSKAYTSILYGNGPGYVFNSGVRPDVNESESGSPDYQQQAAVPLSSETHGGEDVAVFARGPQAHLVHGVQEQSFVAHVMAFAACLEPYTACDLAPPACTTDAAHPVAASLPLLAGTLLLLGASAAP
SENP1 inh – blocks the human SENP1 SUMO protease catalytic domain | recombinant SENP1 catalytic domain, CyPet-SUMO1-YPet FRET cleavage | inhibition, % at 10 µM | hit rate 0.21% among 360,000;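 active = inhibition at least 30% at 10 µM, raw YFP signal under a set limit, fluorescence ratio 0.5 to 1.5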;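 note: 0% = enzyme with DMSO and 100% = no enzyme wells; some results filed as inactive read as strong as hits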
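Test system: hSENP1 catalytic domain, recombinant; Amount: 20 pM final SENP1 enzyme; Medium: Tris pH 8 buffer plus EDTA, NaCl, BME, BSA, NP40, catalase; Schedule: 50 min enzyme reaction, room temperature, light-protected; Technique: FRET fluorescence in CFP and YFP emission channels; Controls: no-enzyme wells low, DMSO-plus-enzyme wells high control.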
PfG6PD inh – PfG6PD (Plasmodium falciparum) enzyme inhibition; PfGluPho enzyme, NADPH resazurin-diaphorase fluorescence; inhibition, % at 20 µM; hit rate 0.78% among 350,000;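 active = inhibition reaching at least a set limit at 20 µM in the primary screen, cut at about 59% in these data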;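 note: 0% = DMSO wells with substrate and 100% = DMSO wells lacking glucose-6-phosphate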
GRIN3A LBD mod – modulates the human NR3A ligand-binding domain; NR3A LBD differential scanning fluorimetry, Tm shift; 0% = protein alone, 100% = glycine-bound protein; AID 1259313; hit rate 2.5% among 340,000; Tm shift relative to glycine control, % at 25 µM;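 active = melting temperature shift of at least 10% of the positive control shift, at one fixed dose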
SENP8 block – inhibitors of human SENP8 protease | hit rate 0.64% among 360,000 | recombinant SENP8, Nedd8 substrate fluorescence | inhibition, % at 20 µM | Q96LD8; in the data active = inhibition mostly above about 40%, no sharp cut-off; inactive = mostly below about 27%
The depositor's hits bear a star; i = inactive; nt = not tested or not shown.

SMILES	MPTP inh	ATG4B inhibitor	SENP6 inh	hIAP act	SENP1 inh	PfG6PD inh	GRIN3A LBD mod	SENP8 block
CC1(C)C[C@H]2C3=CCC4[C@@]5(C)CC[C@H](O)[C@](C)(CO)C5CC[C@@]4(C)[C@]3(C)CC[C@@]2(C)[C@H](O)[C@@H]1O (some centres not stated)	2.8	-19	-26	1	3	-13	-5	40*
O=S(=O)(Cc1ccccc1)NCc1cccnc1	-0.4	-6	-7	1	0	-14	2	-3
Cc1ccc(N/C=C(\C#N)S(=O)(=O)c2ccccc2)cc1	1.2	-1	-25	0.88	-2	6	5	9
CCC(=O)Nc1ccc(Cl)c(NC(=O)c2ccc([N+](=O)[O-])cc2)c1	-0.3	2	2	0.94	2	4	0	9
C=CCC(CC=C)(NC(=O)c1ccccc1C(=O)O)c1ccccc1	-0.3	1	-12	1.1	2	-9	1	12
CC(Sc1nc(N)cc(=O)[nH]1)C(=O)Nc1cccc(Cl)c1 (configuration not stated)	1.4	-4	-15	1.1	0	-13	-1	8
CCCc1cc(=O)oc2c(CN3CCCC3)c(O)ccc12	1.0	-12	5	1	-167	5	1	i
CCOc1ccccc1C(=O)NCC(=O)OCc1csc(CC(=O)Nc2ccc(C)cc2)n1	0.2	-4	8	1	-156	13	1	-72
Cc1ccc(CC(CC(=O)O)C(=O)NCC23CC4CC(CC(C4)C2)C3)cc1 (configuration not stated)	0.1	2	-17	1.2	1	-15	-1	0
Oc1c(N=Nc2ccccc2)sc2ccccc12	4.1	-1	98*	0.62	-16	60*	7	1
O=C(O)CC1(CC(=O)NCc2ccncc2)CCCCC1	1.3	1	-35	1.1	0	-7	0	10
CCOc1ccccc1NC(=S)N1CCN(c2cccc(OC)c2)CC1	1.1	-7	-7	1.3	2	4	0	16
CCC(C(=O)Nc1ncc(C)s1)c1ccccc1 (configuration not stated)	-1.8	0	-1	0.92	-2	1	2	1
COc1ccccc1N1CCN(Cc2nc(N)nc(Nc3ccc(C)cc3)n2)CC1	0.7	-7	-7	1	-2	3	0	23
CCOC(=O)CC(=O)CSc1nc2c(sc(=S)n2-c2ccc(C)c(C)c2)c(=O)[nH]1	2.3	5	12	0.83	0	-15	-4	11
O=C1c2cccnc2C(=O)N1c1ccccc1-c1ccccc1	-1.0	-9	-16	1.4	1	-9	0	10
CCn1cc(C(=O)N2CC(C)CC(C)C2)c(=O)c2cc(S(=O)(=O)N3CCOCC3)ccc21 (configuration not stated)	-1.2	-5	-1	0.92	-6	27	0	10
O=S(=O)(Nc1cccnc1)c1ccc(F)cc1	-0.6	4	6	0.65	3	8	-1	13
CCOc1cc(/C=N/NC(N)=O)cc(Br)c1OCC(=O)Nc1ccccc1C	1.0	-27	-4	0.84	3	10	-16	23
Cc1oc2ccccc2c1-c1cn2c(n1)SCC2	0.1	-1	6	0.88	-82	5	0	-282
CN(C)C(=O)c1c([N+](=O)[O-])c(C(C)(C)C)nn1C	2.2	-4	10	0.92	0	2	0	15
Cc1ccccc1NC(=O)CSc1ccc(-c2cccnc2)nn1	0.4	-1	-6	0.97	0	0	1	2
CCCCCCCC(=O)NNC(=O)c1ccc([N+](=O)[O-])cc1	-1.4	-4	-6	0.97	0	-10	-1	13
COc1ccccc1NS(=O)(=O)c1cc(NC(=O)c2sc3cc(Cl)ccc3c2Cl)ccc1C	5.3	-15	-1	1.1	0	-3	-5	-2
O=C(C1CCCCC1)N1CCC2CC1c1cc(N3CCCCC3)ccc12 (configuration not stated)	0.9	nt	nt	nt	0	-4	nt	2
SMILES	MPTP inh	ATG4B inhibitor	SENP6 inh	hIAP act	SENP1 inh	PfG6PD inh	GRIN3A LBD mod	SENP8 block
C=CCOc1cccc(CNc2cccc(C(=O)O)c2)c1	1.7	-2	36	1	2	-4	-1	-258
O=C(CSc1nnc(-c2ccco2)n1-c1ccccc1Cl)Nc1cccc(C(=O)O)c1	0.9	-6	-1	1.1	1	-18	2	8
COc1ccc(-c2cc(C(F)F)nc(-n3nc(C)cc3C)n2)cc1	-1.6	-17	-11	0.91	3	8	1	i
Cc1ccc(NS(=O)(=O)c2ccc(C(=O)N3CCCC(C(F)(F)F)C3)cc2)cc1 (configuration not stated)	-0.6	-14	7	1.1	1	-3	3	19
CCCCN(C(=O)CSc1nnc(-c2ccc(Cl)cc2)o1)c1c(N)n(CC(C)C)c(=O)[nH]c1=O	0.1	5	-18	1.2	0	-32	0	-3
CCOc1cc(N2CCOCC2)c(OCC)cc1NC(=O)c1cc(S(=O)(=O)N2CCOCC2)ccc1Cl	-2.0	-9	2	1	3	6	0	13
N#C/C(=C\c1c(Cl)cccc1Cl)c1nc2ccccc2[nH]1	2.0	-6	-15	0.83	-46	2	-7	-300
CCN1C(=O)[C@H]2[C@@H](c3ccccc3)N3C(=O)N(c4cccc(F)c4)C(=O)[C@@]3(CC(C)C)[C@H]2C1=O	-0.9	1	8	1.1	3	-6	1	4
Cc1nc(-c2ccc(Cl)cc2)sc1C1(C)CC(c2ccc(C#N)cc2)=NO1 (configuration not stated)	-1.0	0	-2	1	2	5	-5	-28
Cc1cccc(C(=O)NCCc2ccccc2)c1	-1.1	3	0	0.94	2	-2	-2	10
COc1cccc(C(=O)NCc2ccc3[nH]c(C)cc3c2)c1	0.8	-1	6	0.94	-29	12	-3	-26
Cc1onc(-c2c(F)cccc2Cl)c1C(=O)OCC(=O)c1c(N)n(C)c(=O)n(C)c1=O	-2.7	-15	5	1	0	10	-1	10
COc1ccc(NC(=O)C(NC(=O)c2ccc(=O)[nH]c2)c2ccc(C)cc2)cc1 (configuration not stated)	0.1	-8	0	1.1	1	-7	1	10
CS(=O)(=O)N(Cc1ccc(Cl)cc1)c1ccc(C(=O)NCc2ccccn2)cc1	0.9	-9	-16	0.89	2	-4	-1	22
COc1ccc(CNC(=O)CNC(C)c2ccc(F)cc2)cc1 (configuration not stated)	-0.5	11	2	1	-1	-8	0	10
O=C(NCC1CCS(=O)(=O)C1)Oc1ccccc1 (configuration not stated)	0.8	1	3	0.92	-5	-15	-3	20
CCNC(=O)N1CCOCC1	-0.8	7	1	1.1	2	-17	2	19
C=CCNc1oc(C2CCCC2)nc1C#N	0.5	2	9	1.1	-1	-3	0	5
CCOC(=O)CCC(=O)NCc1ccc2c(c1)cc(C)n2C	2.3	-4	-7	1.1	1	-10	-1	-26
CC(=O)C[C@H]1c2cc(C(F)(F)F)ccc2S(=O)(=O)N1c1ccc(N(C)C)cc1	0.4	-14	-3	0.74	3	19	4	-4
Cc1ccc(C(=O)N2CCCC(N3CCN(c4cccc(C(F)(F)F)c4)CC3)C2)s1 (configuration not stated)	-3.2	-6	0	1.2	2	18	1	17
CC1(C)Cc2c(C#N)c(NC3CCCCC3)nc(-c3ccco3)c2CO1	-1.4	nt	-8	1.2	-17	nt	nt	-407
Cc1ccc2c(c1)N(CC(=O)NCCCN1CCCC1)C(=O)CO2	0.2	-7	-4	1.2	-4	17	-3	19
NC(=O)C1CCN(C(=O)C2CC(=O)N(Cc3ccccc3)C2)CC1 (configuration not stated)	0.2	-9	-12	0.84	0	-1	0	13
CC(C)(C)c1ccc(/C=C(\C#N)C(=O)NCCN2CCOCC2)cc1	1.0	1	-12	1.1	-2	1	-1	2

Entries above marked active in SENP6 inh.
compound	MPTP inh	ATG4B inhibitor	SENP6 inh	hIAP act	SENP1 inh	PfG6PD inh	GRIN3A LBD mod
Oc1c(N=Nc2ccccc2)sc2ccccc12	4.1	-1	98*	0.62	-16	60*	7

In the list so far, 5 contain an aryl thioether with sulfur outside any ring:
SMILES	MPTP inh	ATG4B inhibitor	SENP6 inh	hIAP act	SENP1 inh	PfG6PD inh	GRIN3A LBD mod	SENP8 block
CC(Sc1nc(N)cc(=O)[nH]1)C(=O)Nc1cccc(Cl)c1 (configuration not stated)	1.4	-4	-15	1.1	0	-13	-1	8
CCOC(=O)CC(=O)CSc1nc2c(sc(=S)n2-c2ccc(C)c(C)c2)c(=O)[nH]1	2.3	5	12	0.83	0	-15	-4	11
Cc1ccccc1NC(=O)CSc1ccc(-c2cccnc2)nn1	0.4	-1	-6	0.97	0	0	1	2
O=C(CSc1nnc(-c2ccco2)n1-c1ccccc1Cl)Nc1cccc(C(=O)O)c1	0.9	-6	-1	1.1	1	-18	2	8
CCCCN(C(=O)CSc1nnc(-c2ccc(Cl)cc2)o1)c1c(N)n(CC(C)C)c(=O)[nH]c1=O	0.1	5	-18	1.2	0	-32	0	-3

Next part
SMILES	MPTP inh	ATG4B inhibitor	SENP6 inh	hIAP act	SENP1 inh	PfG6PD inh	GRIN3A LBD mod	SENP8 block
COc1ccc(NC(=O)/C(C#N)=C\c2ccc(N3CCOCC3)o2)cc1	1.7	-12	-1	0.61	-26	9	-16	45*
O=C(OCCOc1cccc(Cl)c1)C1CCN(S(=O)(=O)c2ccccc2)CC1	2.3	7	4	0.87	2	-2	1	8
COc1ccc(-c2nn(-c3ccccc3)cc2/C=C(\C#N)C(N)=O)cc1[N+](=O)[O-]	-0.3	8	11	0.99	1	-21	-6	-78
COc1ccc(/C=N/Nc2nc(N3CCCC3)nc(N3CCCC3)n2)cc1	-0.7	2	nt	nt	0	-9	-4	16
COc1ccc(Cl)cc1NC(=O)CCS(=O)(=O)c1ccc(Br)cc1	0.2	-8	3	0.9	2	43	-7	15
CCN(CC)CCNC(=O)c1ccc(NS(=O)(=O)c2ccc3c(c2)OCCO3)cc1	-2.1	-3	-47	1.1	-1	8	1	3
COc1ccccc1N1CCN(S(=O)(=O)c2ccc3c(c2)CC(C)N3C(C)=O)CC1 (configuration not stated)	-0.5	-12	11	0.92	1	-2	1	23
Cc1ccc(NC(=O)c2cccc(NC(=O)CCC(=O)O)c2)cc1C	-2.0	1	-4	0.91	2	-5	-2	1
CC(CO)NS(=O)(=O)c1cc(Cl)ccc1F (configuration not stated)	1.4	nt	nt	nt	3	7	nt	11
CC(C)NC(=S)N/N=C1\CCCCC1C1CCCCC1 (configuration not stated)	3.7	5	0	0.97	0	5	-1	9
COc1ccc(CSCCN)cc1Cl	1.0	-2	-30	0.93	1	1	-5	16
CC(C)(C)NC(=O)c1sccc1C(=O)O	-1.1	-9	1	0.93	0	7	-2	3
COCCn1c(-c2ccc(OC)cc2)cnc1N	0.4	-3	7	1	-2	13	-2	-63
CC(Oc1ccccc1)C(=O)Nc1nc(-c2ccncc2)cs1 (configuration not stated)	3.8	5	-10	0.96	-4	8	1	-10
CCOC(=O)C(=O)c1c(-c2ccccc2)nc2ccccn12	0.2	4	-10	0.97	1	-8	-2	14
Cc1ccsc1/C=N/n1c(-c2ccccc2)n[nH]c1=S	0.4	-3	1	1.1	2	39	0	17
CCOc1ccc(CCNC(=O)c2ccc(CS(=O)Cc3ccccc3Cl)o2)cc1 (configuration not stated)	-1.2	4	-22	0.98	-1	0	-2	5
O=C(c1ccco1)N1CCN(CCOc2ccc(F)cc2)CC1	-0.4	9	-52	1.2	1	-13	-1	25
COC(=O)C1CC2(C(=O)OC)CC(C(=O)OC)(CC(C(=O)OC)C2=O)C1=O (configuration not stated)	-0.2	-14	nt	nt	1	-28	2	-1
O=C(CSc1nc2ccccc2s1)N/N=C/c1ccc(C(=O)O)cc1	-1.8	2	-7	1.1	2	-17	-1	1
CSc1ncccc1C(=O)OCC(=O)N1CCCC1	-1.9	-6	-13	0.97	-1	-4	0	12
COc1ccc(OC)c(C(=O)N(C)C2CCCN(Cc3ccccc3F)C2)c1 (configuration not stated)	0.4	-5	9	1.4	2	-1	0	21
O=C(CN(c1ccccc1)S(=O)(=O)c1ccc(F)cc1)NCc1cccs1	0.0	2	3	1.1	-1	12	0	9
COc1cc(C2NC(=O)NC(c3ccccc3)=C2C(C)=O)cc(Cl)c1OCC(=O)O (configuration not stated)	-1.4	7	6	1	-1	-12	-2	14
O=c1c2ccccc2sn1-c1ccc(Cl)cc1	13	nt	nt	nt	0	126*	nt	9
CCCNC(=O)N1CCN(c2nc(C(C)C)c3c(c2C#N)CC(C)(C)OC3)CC1	-1.0	4	-28	1.1	-2	-2	-5	-415
